# Screening data: PubChem BioAssay, National Center for Advancing Translational Sciences (NCATS)
# TDP1 cell noCPT = qHTS for Inhibitors of human tyrosyl-DNA phosphodiesterase 1 (TDP1): qHTS in cells in absence of CPT | Potency, µM (top dose mostly 46.2 µM), for the others: at the highest dose activity change, negative = growth inhibition, actives largely listed as inhibitors | DT40 Tdp1-/- hTDP1 cells, no CPT, ATP luminescence, 48 h | 15% of 420,000 active; note: nearly all actives have a fitted effect of over 55% in size
#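 Chicken DT40 Tdp1-/- cells stably complemented with human TDP1 were seeded at 400 cells/well with DMSO in place of 20 nM camptothecin. After compound pinning, cells grew at least 48 hr at 37 °C; viability read by CellTiter-Glo luminescence.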
# TDP1 cell CPT = growth inhibition of DT40 Tdp1-/-;hTDP1 cells with camptothecin (screen for TDP1 inhibitors); chicken DT40 Tdp1-/-;hTDP1 cells + 20 nM CPT, ATP luminescence, 48 h; Potency, µM (titrated, usually from 46.2 µM), for inactives: at the highest dose activity change, negative = growth inhibition, hits mostly inhibitors; 12% of 420,000 active; note: nearly all actives have a fitted effect of over 55% in size
#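 Cell growth measured by CellTiter-Glo luminescence after a minimum 48 h, 37 C compound exposure with 20 nM CPT in Tdp1-knockout DT40 cells stably expressing hTDP1, seeded 400/well; qHTS titration format.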
# TDP1 inh = blocks human tyrosyl-DNA phosphodiesterase 1; Q9NUW8; recombinant TDP1, AlphaScreen DNA substrate cleavage; Potency, µM (doses to about 130 µM), for inactives: at the top dose activity change, negative = inhibition, usual class: inhibitors; 0.28% of 350,000 active; AID 485290; note: nearly all actives have a fitted effect of over 40% in size
# Target sequence (Q9NUW8 whole entry, looked up): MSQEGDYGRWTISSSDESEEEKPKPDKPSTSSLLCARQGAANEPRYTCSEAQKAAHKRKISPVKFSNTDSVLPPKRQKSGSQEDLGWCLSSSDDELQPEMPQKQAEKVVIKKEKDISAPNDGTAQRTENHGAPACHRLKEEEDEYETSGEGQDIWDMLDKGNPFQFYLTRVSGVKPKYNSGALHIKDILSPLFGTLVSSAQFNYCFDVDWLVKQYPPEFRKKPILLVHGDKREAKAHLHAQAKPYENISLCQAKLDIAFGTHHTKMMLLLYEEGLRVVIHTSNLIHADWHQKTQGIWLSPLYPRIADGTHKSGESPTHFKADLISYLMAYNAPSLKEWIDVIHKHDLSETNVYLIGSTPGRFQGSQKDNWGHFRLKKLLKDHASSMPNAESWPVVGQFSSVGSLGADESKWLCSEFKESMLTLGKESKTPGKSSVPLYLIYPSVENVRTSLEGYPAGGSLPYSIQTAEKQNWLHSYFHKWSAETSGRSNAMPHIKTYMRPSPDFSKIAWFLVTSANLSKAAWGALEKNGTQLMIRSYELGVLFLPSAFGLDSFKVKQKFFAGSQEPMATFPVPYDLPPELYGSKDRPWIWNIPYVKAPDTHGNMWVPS
#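 Tdp1 1 nM final; 15 min RT w/ cpd; substrate 15 nM, 5 min; beads 10 ug/ml, 10 min; AlphaScreen read. Neg ctrl: no enzyme.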
# Active calls of the source: *; ? = inconclusive; . = not tested or not shown; & = joins results of further samples; [ ] = another dose, or the depositor's remark. Calls come from the whole dose curve; as a rule, active = well fitted curve in the direction sought with a large enough effect; inconclusive = small, poorly fitted or top-dose-only effect, or another doubt; inactive = no such curve, though single readings can be large; an effect the other way counts as inactive or inconclusive. % is set by controls: 0 for no effect and ±100 for the full control effect; potency is the fitted concentration of half-maximal effect.
SMILES,TDP1 cell noCPT,TDP1 cell CPT,TDP1 inh
O=C(CN1CCN(S(=O)(=O)c2ccccc2F)CC1)NC1CCCC1,-21%,10%,0%
O=S1(=O)CC(N2CCN(c3ccccn3)CC2)CN1Cc1ccc(F)cc1 (configuration not stated),?,-25%,.
Cc1ccc(S(=O)(=O)c2nnn3c2nc(N2CCN(c4ccccc4F)CC2)c2cc(Cl)ccc23)cc1C,1%,5%,3%
O=C(Nc1ccccn1)C1CCN(C(=O)c2ccc(F)cc2)CC1,-4%,-2%,.
O=C(Nc1nccs1)[C@@H]1CC=C[C@@H]2CCN(Cc3ccc(Cl)c(Cl)c3)C(=O)[C@@H]21,?,?,.
CSc1ccccc1NC(=O)Nc1cccc2ccccc12,5%,-7%,6%
COC(=O)C[C@H]1C=C[C@@H](NS(=O)(=O)c2ccccc2)[C@@H](CO)O1,2%,-2%,.
CCc1ccc(Cn2nnc(C(=O)Nc3cccc(C)c3)c2N)cc1,-7%,-9%,-3%
CN(c1ccccc1C(=O)N1CCN(c2cccc(Cl)c2)CC1)S(C)(=O)=O,-26%,-25%,9%
O=C(NN1C(=O)C2C3C=CC([C@@H]2C1=O)C31CC1)c1ccccc1 (some centres not stated),-11%,-9%,.
O=c1/c(=C\c2cccnc2)sc2nc3ccccc3n12,?,-11%,5%
CC(NC(=O)c1cc(-c2ccncc2)nc2ccc(Br)cc12)C1CCCO1 (configuration not stated),-28%,?,4%
CSc1cccc(NC(=O)C(C)C)c1,-20%,-5%,-7%
Cc1cc(C)n2c(=O)c3ccc(Cl)cc3nc2c1C#N,-17%,-1%,0%
CCC(C)(C)C1CCC(=NNC(=S)Nc2ccccc2)CC1 (configuration not stated),15µM*,?,8%
CNc1c(Cl)cc(C=O)cc1Cl,-10%,5%,.
C/C(=N/OC(=O)CC(C)C)c1cc(-c2ccc(Cl)cc2)no1,1%,?,-5%
Cc1nc2c(C(=O)NCCc3ccccc3)c[nH]n2c(=O)c1Cl,-7%,-13%,-3%
O=C(N/N=C/C=C/c1ccccc1[N+](=O)[O-])c1cccs1,8.2µM*,?,-3%
CC(C)C(NC(=O)C1CCC(C(C)(C)C)CC1)C(=O)NCCCN1CCCCC1 (configuration not stated),-16%,26%,5%
O=C1NC2CCc3nc4ccccc4c(=O)n3C2=Nc2ccccc21 (configuration not stated),12%,21%,3%
COc1ccc(CN2CCNC(=O)C2CC(=O)NCc2cn3ccc(C)cc3n2)c(OC)c1 (configuration not stated),-11%,3%,5%
Cc1c(NC(=O)c2ccc([N+](=O)[O-])o2)cccc1-c1nc2ncccc2o1,?,18µM*,.
Fc1ccc(-c2nc3ccncc3[nH]2)cc1,-14%,-23%,0%
COc1ccc(C(=O)OC(C)C(=O)NC2CCCC2)cc1S(=O)(=O)N1CCOCC1 (configuration not stated),13%,-15%,2%

# 4 compounds from above with just TDP1 cell noCPT:
Molecule | TDP1 cell noCPT
Cc1ccc(S(=O)(=O)c2nnn3c2nc(N2CCN(c4ccccc4F)CC2)c2cc(Cl)ccc23)cc1C | 1%
O=C(Nc1ccccn1)C1CCN(C(=O)c2ccc(F)cc2)CC1 | -4%
O=C(Nc1nccs1)[C@@H]1CC=C[C@@H]2CCN(Cc3ccc(Cl)c(Cl)c3)C(=O)[C@@H]21 | ?
CSc1ccccc1NC(=O)Nc1cccc2ccccc12 | 5%

# The main list resumes, repeating the 5 entries before the break.
SMILES,TDP1 cell noCPT,TDP1 cell CPT,TDP1 inh
O=C1NC2CCc3nc4ccccc4c(=O)n3C2=Nc2ccccc21 (configuration not stated),12%,21%,3%
COc1ccc(CN2CCNC(=O)C2CC(=O)NCc2cn3ccc(C)cc3n2)c(OC)c1 (configuration not stated),-11%,3%,5%
Cc1c(NC(=O)c2ccc([N+](=O)[O-])o2)cccc1-c1nc2ncccc2o1,?,18µM*,.
Fc1ccc(-c2nc3ccncc3[nH]2)cc1,-14%,-23%,0%
COc1ccc(C(=O)OC(C)C(=O)NC2CCCC2)cc1S(=O)(=O)N1CCOCC1 (configuration not stated),13%,-15%,2%
O=C(Nc1ccccc1[N+](=O)[O-])C1=C(O)CCn2c1nc1ccccc12,?,-22%,?
Cc1c(NC(=O)COc2ccccc2Cl)c(=O)n(-c2ccccc2)n1C,4%,3%,0%
Cc1onc(C(=O)N2CCC(C(N)=O)CC2)c1-c1ccccc1Cl,-5%,-5%,2%
COc1nnc(OC)c2ccccc12,-12%,8%,-2%
Cc1ccc(N/C(CSC(N)=O)=N\S(=O)(=O)c2ccc(C)cc2)cc1,-8%,-4%,5%
Cc1c(C(=O)OC(C)C)sc(NC(=O)c2cccnc2)c1C#N,?,?,4%
COc1ccc(N(C(C)C(=O)N/N=C(\C)C(C)(C)C)S(C)(=O)=O)cc1 (configuration not stated),-8%,0%,7%
CC(C)C(=O)N=C1NC(=O)CS1,22%,1%,5%
OCCC1CN(Cc2cccn2-c2cccnc2)CCN1Cc1ccccc1 (configuration not stated),-26%,-9%,5%
CC(C)[C@@H]1Cc2[nH]n(C)c(=O)c2[C@H](c2ccc(Cl)cc2)O1,-9%,4%,.
CC(C)(O)C(=O)NNC(=S)NCc1ccco1,-8%,-7%,8%
O=C(O)c1ccc(N/N=C/c2cccc(F)c2)cc1,-1%,-23%,5%
Cc1cc(=O)c(C(=O)c2ccccc2)c(C)o1,-10%,-3%,.
C[C@H]1O[C@@H](O[C@H]2CC[C@@]3(C)C(CC[C@]4(C)C3C=C[C@]35OC[C@@]6(CCC(C)(C)C[C@H]63)[C@@H](O)C[C@]54C)[C@]2(C)CO)[C@H](O)[C@@H](O[C@@H]2O[C@H](CO)[C@@H](O)[C@H](O)[C@H]2O)[C@H]1O (some centres not stated),?,?,-9%
COc1ccc(CC(=O)Nc2cc(S(=O)(=O)N3CCCCC3)ccc2OC(C)C)cc1OC,21µM*,?,.
Cc1ccc(CN2CN(S(=O)(=O)c3cccs3)c3nc4ccccc4nc32)cc1,21µM*,16µM*,5%
CCc1ccc(S(=O)(=O)N2CCCC(N3CCN(c4ccc(OC)cc4)CC3)C2)cc1 (configuration not stated),?,?,11%
CCOC(=O)N1CCC(Nc2c(NCCCN3CCN(CC)CC3)c(=O)c2=O)CC1,-11%,2%,-2%
CN(C)C(=O)c1c(NC(=O)c2ccccc2)sc2c1CCC2,?,5%,3%
CC(CN(C)C)CN1c2ccccc2Sc2ccc(C(F)(F)F)cc21 (configuration not stated),17µM*,?,.
COc1ccccc1C(=O)Nc1ccc2c(C)cc(=O)oc2c1,-9%,-3%,.
Cc1cccc(C(=O)NCc2nc(-c3ccccc3NC(=O)C3CCCO3)oc2C)c1 (configuration not stated),-5%,-7%[9.04 µM],.
CCOC(=O)N1CCN(C/C(C)=C/c2ccccc2)CC1,-24%,-8%,-7%
CS(=O)(=O)N(Cc1ccc(C(=O)NN=C2CCCC2)cc1)c1ccccc1,?,-24%,-2%
CC(C)c1cc(=O)[nH]c(N2CCN(Cc3ccc4c(c3)OCO4)CC2)n1,?,-24%,.

# Copied from the list.
# Under TDP1 inh, Cc1c(C(=O)OC(C)C)sc(NC(=O)c2cccnc2)c1C#N reads 4%
# Under TDP1 cell noCPT, CC(C)[C@@H]1Cc2[nH]n(C)c(=O)c2[C@H](c2ccc(Cl)cc2)O1 reads -9%

# The main list resumes with the 2 entries that preceded the break.
SMILES,TDP1 cell noCPT,TDP1 cell CPT,TDP1 inh
CS(=O)(=O)N(Cc1ccc(C(=O)NN=C2CCCC2)cc1)c1ccccc1,?,-24%,-2%
CC(C)c1cc(=O)[nH]c(N2CCN(Cc3ccc4c(c3)OCO4)CC2)n1,?,-24%,.
O=C(CCc1ccc(S(=O)(=O)N2CCOCC2)cc1)NCCCN1CCCC1=O,-4%,-4%,3%
CC(=O)Nc1ccc(/C=C/c2nc(-c3ccccc3O)n(-c3ccccc3)n2)cc1,?,?,5%
Cc1cc(=O)oc2cc(O)c(N=Nc3ccccc3)cc12,12%,?,-1%
OCC(Cc1ccccc1)NCc1ccccc1C(F)(F)F (configuration not stated),-20%,-14%,3%
C=C(CC1([C@@H](NP(=O)(c2ccccc2)c2ccccc2)[C@H]2C[C@@H]2CCCC)CC1)c1ccccc1,?,?,-4%&7%
O=C(Nc1ccc(Cl)cc1C(=O)c1ccccn1)c1ccccc1,?,-3%,.
COCCNC(=O)CCCn1c(SCC(=O)Nc2ccc(F)cc2)nc2c(sc3ccccc32)c1=O,?,?,-1%
CCN(CC)S(=O)(=O)c1ccc2c(c1)oc(=O)n2CC(=O)N(C)C1CCCCC1,?,?,-9%
O=C(NC1CCCCC1)c1ccc(CSc2nc3cccnc3n2Cc2ccccc2)cc1,?,?,4%
CCOC(=O)CNC(=O)Cn1cnc2ccc(S(=O)(=O)N3CCC(C)CC3)cc2c1=O,-20%,-3%,3%
Cc1cc2cc(CNC(=O)CCC(=O)O)ccc2[nH]1,-10%,15%,0%
CC(=O)NC1CC2CCCC(C1)N2C(=O)Nc1ccccc1C (configuration not stated),-5%,5%,.
COc1cccc(-n2c(C)n[nH]c2=O)c1,-11%,-2%,5%
C/C=C/C(=O)OCC(=O)Nc1ccc(F)cc1Cl,2%,-16%,9%
Cc1oc(-c2cccs2)nc1CS(=O)CC(=O)NCCCN1CC(C)CC(C)C1 (configuration not stated),-6%,-1%,4%
CC(C)(C)c1cc(NC(=O)C2(C)CCN2C(=O)c2ccccc2CCc2ccccc2)no1 (configuration not stated),21µM*,?,.
Cc1cc(C(=O)OCC(=O)N2CC(C)OC(C)C2)c2ccccc2n1 (configuration not stated),-21%,-12%,4%
O=C(COc1ccccc1C(=O)Nc1ccccc1)Nc1cccc(Br)c1,?,?,.
CC(C)(C)S(=O)N1Cc2cc(C(=O)N3CCOCC3)nc(-c3cccc(Br)c3)c2[C@@H]1CCO (some centres not stated),-23%,-19%,.
Clc1cc(Cl)c2nc(N3CCCC3)sc2c1,?,0%,.
Cc1coc2c1c(C)cc1oc(=O)c(CC(=O)NCC(=O)N[C@H](C(=O)O)C(C)C)c(C)c12,24%,-1%,.
CC(C)(C)C(=O)NC(=S)Nc1sc2c(c1C(N)=O)CCC2,-28%,9%,3%
CS(=O)(=O)N(CC(=O)NCC1CCCO1)c1cccc([N+](=O)[O-])c1 (configuration not stated),-23%,-1%,0%
Cc1cccc(NC(=O)c2ccc3c(=O)n4c(nc3c2)CCCCC4)n1,?,?,.
CC#CC(=O)N1CCC(n2nccc2NC(=O)CCc2ccccc2)CC1,-29%,53%[activator],.
# (further entries)
SMILES,TDP1 cell noCPT,TDP1 cell CPT,TDP1 inh
Cc1ccc(-c2nn(-c3ccccc3)cc2C2CC(c3ccccc3)=NN2C(=O)CCC(=O)O)cc1 (configuration not stated),-21%,-14%,.
COc1ccc(CN(Cc2ccco2)C(=O)c2ccccc2F)cc1,16µM*,16µM*,9%
CCC(=O)Nc1nc(=S)ss1,?,?,?
COC(=O)Cc1c(C)nc2nc(NCc3ccccc3OC)[nH]n2c1=O,-25%,-9%,3%
CC(=O)Nc1cccc(-c2cc(NC(C)=O)c3ncc(-c4ccccc4)n3c2)c1,?,?,.
CCc1nc2ccccc2c(C(=O)NCc2ccc(OC)cc2)c1C,?,-20%,5%
O=C(NC(=S)Nc1ccc(Cl)cn1)c1cccs1,7%,-1%,6%
COc1ncc2nc(-c3ccccc3)c(=O)n(C)c2n1,-3%,-8%,.
CCCSC1=C(C#N)C(c2cccs2)CC(=O)N1 (configuration not stated),?,6%,.
O=C(NCc1ccco1)c1ccccc1-c1ccc(C(F)(F)F)cc1,?,2%,2%
COC(=O)c1nnn(-c2ccccc2)c1N,-2%,-17%,2%[56.1 µM]
COc1ccc(-n2c(=O)c3ccc(C(=O)NCc4ccc(C)cc4)cc3n(Cc3cccc(Cl)c3)c2=O)cc1,?,?,0%
C/C=C/c1ccc(OCC(=O)Nc2ccc(OC)c(OC)c2)c(OC)c1,23µM*,16µM*,0%
COCCn1c(=S)[nH]c2cc(C(=O)NC(C)C)ccc2c1=O,-6%,0%,-6%
CCCCNC(=O)CNC(=S)N(Cc1ccccc1)Cc1cccs1,?,?,-4%
CC(CNC(=O)c1nnc(Cc2cccc(F)c2)o1)c1ccccc1 (configuration not stated),?,-29%,4%
COc1cccc2c3cccc(OC)c3c3[nH]cnc3c12,7.3µM*,?,.
CC(=O)Nc1ccc(-c2csc(NC(=O)C3=COCCO3)n2)cc1,?,?,0%
O=C(Cc1ccc(Cl)cc1)NCC(c1cccs1)S(=O)(=O)c1ccc(F)cc1 (configuration not stated),?,?,?
Cc1cc(NC(=O)c2cccc(S(=O)(=O)N3CCC(C)CC3)c2)no1,-12%,?,3%[56.1 µM]
Nc1c(N(CCO)C(=O)/C=C/c2ccco2)c(=O)[nH]c(=O)n1Cc1ccccc1,-6%,4%,1%
CCC(=O)N1CCc2cc(S(=O)(=O)NC(Cc3ccccc3)C(=O)NCc3ccc(F)cc3)ccc21 (configuration not stated),-30%,-29%,-2%
O=C(Oc1ccc(C(=S)N2CCOCC2)cc1)c1ccccc1[N+](=O)[O-],3%,-23%,.
